# Vif-A3F inh = qHTS for Inhibitors of Vif-A3F Interactions: qHTS; HeLa A3F-eYFP + Vif (tagged APOBEC3F with the HIV-1 protein that degrades it), YFP fluorescence increase; Potency, µM (series often up to 46.1 µM), for the others: top-dose activity, negative = active; 0.2% of 390,000 active; note: potency is the fitted concentration of half-maximal effect; % of control where 0% means no effect; nearly all actives have a fitted effect of over 65% in size
#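 Fluorescence increase (Ex 488/Em 500-530) after overnight compound treatment at 37 deg C flags inhibition of Vif-driven A3F-eYFP loss in stable HeLa A3F-eYFP/Vif cells seeded overnight beforehand.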
# mIDH1 inhibitor = qHTS for Inhibitors of mutant isocitrate dehydrogenase 1 (IDH1): qHTS; Isocitrate dehydrogenase [NADP] cytoplasmic (Homo sapiens), O75874; IDH1-R132H enzyme, NADPH consumption, diaphorase/resazurin fluorescence; Potency, µM (top dose mostly 76.6 µM), for the others: at the top dose activity change, negative = inhibition, usual class: inhibitors; 0.093% of 390,000 active; note: potency is the fitted concentration of half-maximal effect; % is set by controls: 0 for no effect and ±100 for the full control effect; nearly all actives have a fitted effect of over 65% in size
#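 IDH1-R132H (0.5 ug/mL dispensed) in pH 7.5 Tris buffer was preincubated 30 min with compound, then given a substrate mix of 0.016 mM NADPH and 2 mM alpha-KG for 80 min at room temperature; remaining NADPH was read by diaphorase/resazurin fluorescence.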
# TrxR1 substrate = qHTS Assay for Substrates of Mammalian Selenoprotein Thioredoxin Reductase 1 (TrxR1): qHTS. purified TrxR1 substrate turnover, NADPH consumption readout. AID 588456, 2011. 0.01% of 390,000 active. Potency, µM (highest dose often 114 µM), without a hit: top-dose activity change, negative = substrate turnover; note: potency is the fitted concentration of half-maximal effect; % is set by controls: 0 for no effect and ±100 for the full control effect; nearly all actives have a fitted effect of over 50% in size
#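 Rat TrxR1, dispensed at 90 nM, was prereduced with 400 uM NADPH (final) for 5 min at ~22 deg C, then incubated with compound 15 min before 400 uM selenite. A first-read NADPH fluorescence drop versus no-compound background flagged substrates.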
# LDHA block = qHTS assay for inhibitors of human lactate dehydrogenase. L-lactate dehydrogenase A chain (Homo sapiens), P00338. purified LDHA, NADH/diaphorase-resazurin fluorescence; hits give low values. activity change, % (values are at about 110 or 230 µM). 0.15% of 480,000 active. AID 1347041, 2019; in the data active = activity change below about -30%; inconclusive = mostly about -25% to -30%;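 note: plate controls were DMSO wells for no effect and wells without enzyme for full effect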
#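 Resorufin fluorescence (ex540/em590), read at 0 and 20 min after diaphorase/resazurin addition, reports the NADH left after a 5 min room-temperature reaction of 2 nM human LDH5 with 0.06 mM NADH and 0.2 mM pyruvate.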
# Vif-A3G inh = qHTS for Inhibitors of Vif-A3G Interactions: qHTS. DNA dC->dU-editing enzyme APOBEC-3G (Homo sapiens), Q9HC16. HeLa A3G-eYFP + Vif (tagged APOBEC3G with the HIV-1 protein that degrades it), YFP fluorescence, overnight. Potency, µM (top dose mostly 46.1 µM), for inactives: top-dose activity, negative = active, actives largely listed as inhibitors. 0.076% of 410,000 active. AID 602310, 2012;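 note: potency is the fitted concentration of half-maximal effect; % is set by controls: 0 for no effect and ±100 for the full control effect; nearly all actives have a fitted effect of over 60% in size; hits raise eYFP signal because A3G escapes Vif-driven loss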
#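 HeLa cells stably expressing Vif and C-terminally eYFP-tagged A3G, seeded overnight at 37 deg C, then exposed to compound by pintool overnight at 37 deg C. Rise in yellow fluorescence (Ex 488/Em 500-530, Acumen) marks blocked Vif-driven A3G degradation.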
# RGS4 inh = Inhibitors of Regulator of G Protein Signaling (RGS) 4: qHTS; 0.039% of 390,000 active; Transcreener GDP fluorescence polarization, RGS4-accelerated GTP hydrolysis; Regulator of G-protein signaling 4 (Homo sapiens), P49798; Potency, µM (series often up to 114 µM), without a hit: at the top dose activity change, negative = inhibition, hits mostly inhibitors; note: potency is the fitted concentration of half-maximal effect; % is set by controls: 0 for no effect and ±100 for the full control effect; nearly all actives have a fitted effect of over 75% in size; some results filed as inactive show a strong effect at the top dose
# Target sequence (P49798 whole entry, looked up): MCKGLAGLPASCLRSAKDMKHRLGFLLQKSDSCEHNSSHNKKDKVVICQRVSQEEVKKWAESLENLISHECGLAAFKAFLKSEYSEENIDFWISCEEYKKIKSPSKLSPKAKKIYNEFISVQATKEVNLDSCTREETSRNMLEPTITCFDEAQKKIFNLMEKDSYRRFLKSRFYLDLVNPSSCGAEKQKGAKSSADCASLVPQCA
#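 MLSMR compounds (23 nl, pin-transferred) preincubated 10 min at room temperature with a 500nM (2x) first reagent, then RGS4 at 900nM (2x) plus Transcreener GDP mix added; fluorescence polarization (620/688 nm) read before and after 90 min at 30 °C.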
# USP1 inh = Inhibitors of USP1/UAF1: Primary Screen. AID 743255, 2014. recombinant USP1/UAF1, Ub-Rhodamine cleavage fluorescence. Potency, µM (titrated, usually from 57.1 µM), for inactives: at the top dose activity change, negative = inhibition, hits mostly inhibitors. 0.23% of 390,000 active. Ubiquitin carboxyl-terminal hydrolase 1 (Homo sapiens), O94782; note: potency is the fitted concentration of half-maximal effect; % is set by controls: 0 for no effect and ±100 for the full control effect; nearly all actives have a fitted effect of over 60% in size; inactives centre near -12
# Target sequence (O94782 whole entry, looked up): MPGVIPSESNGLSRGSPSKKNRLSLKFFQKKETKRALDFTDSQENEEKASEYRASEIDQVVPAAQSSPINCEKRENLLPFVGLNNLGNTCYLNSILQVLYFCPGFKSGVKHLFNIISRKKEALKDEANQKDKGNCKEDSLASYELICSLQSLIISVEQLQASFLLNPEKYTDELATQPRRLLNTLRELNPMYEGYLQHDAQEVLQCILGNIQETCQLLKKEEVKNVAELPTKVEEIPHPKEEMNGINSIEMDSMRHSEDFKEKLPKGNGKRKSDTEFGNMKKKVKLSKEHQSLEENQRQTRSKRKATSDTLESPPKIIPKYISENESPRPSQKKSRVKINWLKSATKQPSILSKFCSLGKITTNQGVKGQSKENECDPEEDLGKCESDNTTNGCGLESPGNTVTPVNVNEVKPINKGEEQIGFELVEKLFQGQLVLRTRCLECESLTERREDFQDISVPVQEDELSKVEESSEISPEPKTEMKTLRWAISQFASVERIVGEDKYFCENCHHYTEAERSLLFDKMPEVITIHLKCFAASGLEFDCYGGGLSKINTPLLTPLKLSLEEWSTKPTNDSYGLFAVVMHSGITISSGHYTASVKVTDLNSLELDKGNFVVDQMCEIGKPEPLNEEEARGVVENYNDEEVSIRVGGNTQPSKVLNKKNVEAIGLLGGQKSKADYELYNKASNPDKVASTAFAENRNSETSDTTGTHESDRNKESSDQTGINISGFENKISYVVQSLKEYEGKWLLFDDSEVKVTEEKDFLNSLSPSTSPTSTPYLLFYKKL
#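 1 nM enzyme complex + cpd, 15 min RT; start with Ub-Rho 150nM final; kinetic fluorescence ex 480/em 540, 6 reads q60 s. Buffer 50mM HEPES pH 7.8, 0.5mM EDTA, 0.1 mg/ml BSA, 1mM TCEP, 0.01% Tween-20.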
# GRP78 ERSR act = qHTS for Inducers of the Endoplasmic Reticulum Stress Response (ERSR) in Human Glioma: qHTS; AID 602332, 2012; U87-MG GRP78 promoter luciferase reporter, 16 h; 0.02% of 420,000 active; Potency, µM, for the others: top-dose activation, actives largely listed as activators; note: potency is the fitted concentration of half-maximal effect; series mostly up to about 76 µM; % of control where 0% means no effect; nearly all actives have a fitted effect of over 35% in size
#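 Stably transfected U87-MG human glioma cells carrying a GRP78-based luminescent sensor were seeded at 1000 cells/well, pin-dosed with compounds and incubated 16 h. Luciferase reagent was then added, and end-point luminescence was read after 10 min at room temperature.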
# TrxR1 inh = qHTS Assay for Inhibitors of Mammalian Selenoprotein Thioredoxin Reductase 1 (TrxR1): qHTS | recombinant rTrxR1, NADPH fluorescence consumption, selenite substrate | Potency, µM (series often up to 114 µM), for the others: at the top dose activity change, negative = inhibition, usual class: inhibitors | 1% of 390,000 active | Thioredoxin reductase 1, cytoplasmic (Rattus norvegicus), O89049 | AID 588453, 2011; note: potency is the fitted concentration of half-maximal effect; % is set by controls: 0 for no effect and ±100 for the full control effect; nearly all actives have a fitted effect of over 65% in size
#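 Rat TrxR1 (90 nM in the dispensed reagent) was pre-reduced with 400 uM NADPH for 5 min at room temperature, then incubated with compound for 15 min. After 400 uM selenite was added, NADPH fluorescence (Ex 340/Em 450 nm) was followed for 8 min.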
# An asterisk follows results filed as active; ? = inconclusive; . = no result given; & = joins results of further samples; [ ] = another dose, or the depositor's remark. Unless noted, calls come from the whole dose curve; as a rule, active = well fitted curve in the direction sought with a large enough effect; inconclusive = small, poorly fitted or top-dose-only effect, or another doubt; inactive = no such curve, though single readings can be large; an effect the other way counts as inactive or inconclusive.
SMILES,Vif-A3F inh,mIDH1 inhibitor,TrxR1 substrate,LDHA block,Vif-A3G inh,RGS4 inh,USP1 inh,GRP78 ERSR act,TrxR1 inh
COc1ccc(OC(C)C(=O)Nc2cccc(F)c2)cc1 (stereo not drawn),2%,3%,4%[57.1 µM],-5,1%,-16%,?,-2%,12%
CSc1ncc(Cl)c(C(=O)Nc2cccc(Cl)c2)n1,-1%,0%,-5%,-3,-2%,6%,-24%,-6%,12%
COC(=O)c1ccccc1NC(=O)CN1CCCCC1,-8%,1%,5%,-1,7%,-32%,2%,-3%,?
COc1ccc(CCNC(=O)CCc2c(C)c3cc4c(C)coc4c(C)c3oc2=O)cc1OC,2%,-10%,1%,-7,6%,34%,-23%,-3%,12%
CCC(C)NC(=O)CN(c1cc(Cl)cc(Cl)c1)S(C)(=O)=O (stereo not drawn),2%,5%,0%,4,1%,6%,-24%,1%,-5%
O=C(c1c[nH]c(C(=O)C(Cl)(Cl)Cl)c1)c1ccccc1Br,0%,12%,5%[57.1 µM],-11,-3%,4%,-6%,-9%,18%[57.1 µM]
OCCN1CCN(C(c2ccc(Cl)cc2Cl)c2sc3nc(-c4ccco4)nn3c2O)CC1 (stereo not drawn),-13%,-6%,6%[57.1 µM],-2,-2%,-1%,-10%,1%,19%[57.1 µM]
CCOC(=O)Cc1csc(NC(=O)CSc2cc(Cl)ccc2Cl)n1,-4%,3%,-9%,-6,1%,-6%,1%,-3%,-10%
CCOC(=O)c1c(NC(=O)c2nn(CC)cc2Br)c(C#N)nn1-c1ccccc1,4%,13%,8%,-5,0%,13%,-6%,-2%,13%
CC(=NCc1cccnc1)C1=C(O)c2ccccc2C1=O,-10%,9%,-10%,-4,2%,9%,-16%,-3%,-9%
COc1ccc(OCc2cc(C(=O)NCCc3ccccc3)no2)c(Cl)c1,-13%,-10%,-2%,-3,?,22%,-19%,0%,13%
CCCNC(=O)CNC(=S)N(Cc1cc(OC)c(OC)c(OC)c1)C1CCCC1,-11%,-6%,-2%,-8,0%,-14%,0%,-1%,10%
Cc1cc(C)c2nc(-c3cccnc3)cc(C(=O)NC(C)c3cnn(C)c3C)c2c1 (stereo not drawn),7%,-3%,73%,-3,-6%,-8%,-12%,-9%,13%[57.1 µM]
O=C(Nc1ccon1)c1sc2cc(F)ccc2c1Cl,-2%,0%,8%[57.1 µM],-5,-1%,18%,-3%,2%,15%[57.1 µM]
C[C@H](O)c1[nH]c2cc(F)ccc2c1[C@H](C)O,4%,-6%,-5%,2,-2%,-6%,-19%,-2%,6%
CCOc1ccc(NC(=O)CN2CCN(CC(=O)Nc3ccccc3OC)CC2)cc1,-8%,0%,-3%,-1,2%,-9%,-7%,0%,-3%
COC(=O)Cn1c(O)c(N=NC(=O)c2ccc3c(c2)OCO3)c2ccccc21,4%,-12%,4%[57.1 µM],1,2%,-9%,0%,4%,7%
COc1ccc(Cn2c(CNS(=O)(=O)c3ccc4c(c3)CCCC4)nc3cccnc32)cc1,12%,0%,4%[57.1 µM],2,-11%,-31%,-4%,-2%,13%[57.1 µM]
COc1ccc(N(C)C(=O)Cn2cc(S(=O)(=O)N3CCN(c4ccccc4F)CC3)c3ccccc3c2=O)c(OC)c1,-10%,11%,1%,1,4%,-11%,-26%,-3%,15%
Cc1cc2cc(CNC(=O)c3ccc(S(=O)(=O)N4CCCCC4)cc3)ccc2n1C,-1%,4%,0%[57.1 µM],-2,6%,2%,-16%,-7%,26%[57.1 µM]
COc1cc(-c2nc(-c3ccncc3)no2)cc(OC)c1OC,-5%,1%,7%[57.1 µM],-2,1%,2%,1%,-5%,-51%[57.1 µM]
COc1cnc(-c2ccccn2)nc1Oc1ccc(C(C)(C)C)cc1,-4%,0%,-3%,0,-10%,3%,-19%,-4%,16%
CC(Oc1ccccc1)C(=O)Nc1ccc(C(=O)OCc2cc(=O)n3nc(C4CC4)sc3n2)cc1 (stereo not drawn),-9%,-6%,6%[57.1 µM],1,-7%,24%,-18%,-4%,22%[57.1 µM]
CCCn1c(SC(C)C(=O)NC2CCCC(C)C2C)n[nH]c1=O (stereo not drawn),-13%,5%,.,0,3%,.,2%,-3%,.
COc1cc(/C=C/C(=O)Nc2nc3ccc(S(=O)(=O)NC(C)C)cc3s2)cc(OC)c1OC,7%,-1%,-2%,-1,0%,6%,-8%,-5%,-5%
COc1ccc(C(C)(C)C)cc1NC(=O)CN1C(=O)C(=O)N(Cc2ccco2)C1=O,4%,-8%,0%,0,1%,5%,-19%,-3%,20%
CCC(CC)c1nn2c(N)c(/C=C3\C=Nc4ccccc43)c(=O)nc2s1,?,-2%,12%[57.1 µM],-8,-7%,8%,-20%,-6%,29%[57.1 µM]
CC(=O)c1ccc(NS(=O)(=O)c2ccc3c(c2)N(C(C)=O)CCO3)cc1,-1%,6%,-8%,-1,0%,10%,-12%,0%,3%
CCN(CC)c1ccc(NC(=O)C2CCN(S(=O)(=O)c3cnc[nH]3)CC2)c(C)c1,0%,33%,-3%,1,4%,32%,?,-3%,9%
Cc1ccc(S(=O)(=O)N2CCN(C(=O)COc3ccc(-c4nnco4)cc3)CC2)cc1,.,-3%,-4%,-16,-1%,22%,1%,3%,2%
COc1ccc(Cl)cc1C(=O)NNC(=O)CSc1nnc2ccccn12,1%,8%,11%[57.1 µM],-6,1%,23%,-3%,-3%,16%[57.1 µM]
CCN(CC)C(=O)c1sc(NC(=O)Cc2ccccc2)c(C#N)c1C,.,-2%,-8%,-4,-6%,4%,2%,-6%,-10%
CCOc1ccc(OCC)c(NC(=O)CN(C)S(=O)(=O)c2ccc3c(c2)CCCC(=O)N3)c1,2%,-5%,1%,3,3%,-19%,-22%,-1%,11%
COc1ccc(Cn2c(=O)c3oc4ccccc4c3n(CC(=O)Nc3c(C)cccc3C)c2=O)cc1,0%,-1%,-2%,-2,1%,5%,-6%,-3%,14%
N#Cc1c(N(CCO)CCO)nc(N)c2c(N)nc3c(c12)CC(=O)N3Cc1cccs1,-8%,6%,-8%,13,2%,?,?,-1%,8%
C=CCOC(=O)C1=C(C)NC(C)=C(C(=O)OCC=C)C1c1cn(-c2ccccc2)nc1-c1ccco1,-13%,3%,43%[activator],-6,8.9µM*,5%,-4%,-7%,2%
CCOc1ccc(C(=O)Nc2ccc(S(=O)(=O)N3CCOCC3)cc2)cc1OCC,4%,3%,-7%,-7,-11%,-13%,-6%,-1%,-9%
Cc1c(CCNC(=O)c2ccc(Br)o2)sc2nc(-c3ccc(F)cc3)nn12,-11%,6%,2%[57.1 µM],-5,-2%,-7%,-15%,-7%,14%[57.1 µM]
O=C(NCc1ccc(C(=O)O)cc1)OCc1ccccc1,2%,3%,13%,-4,-1%,-30%,-10%,0%,4%[57.1 µM]
COc1ccccc1/C=N/NC(=O)COCC(=O)N/N=C/c1ccccc1OC,5%,25%,-7%,-1,0%,12%,5%,-2%,0%[57.1 µM]
COc1cc(C(=O)Nc2nonc2-c2ccc(C)c(C)c2)cc(OC)c1OC,.,.,-10%,-3,.,8%,1%,.,-6%
CCOC(=O)N/N=C\C=C\c1ccco1,0%,2%,-10%,6,-4%,-18%,-15%,3%,?
CCc1cc(SC#N)cc(C)c1N,-29%,27%,-1%,-3,0%,-10%,-24%,-1%,5%
CCn1cc(C(=O)N2CCN(c3ccc(F)cc3)CC2)c(=O)c2cc(S(=O)(=O)N(C)C3CCCCC3)ccc21,3%,9%,-5%,-1,-4%,-3%,-22%,-2%,5%
CCOC(=O)Cc1ccc2sc(-c3ccccc3)nc2c1,0%,5%,-5%,0,0%,11%,-14%,1%,-3%
O=c1[nH]c2ccccc2nc1/C=C(\O)C(F)F,?,1%,-10%,2,-19%,6%,1%,-1%,-11%
CC(=O)NS(=O)(=O)c1ccc(N)cc1,-1%&0%,-4%&4%,3%&0%,-5&-4,1%&-1%,5%&-21%,?,0%&-3%&1%&-3%&-4%,21%&5%
CCOC(=O)C1=C(COc2ccc(F)cc2Cl)NC(=O)NC1c1cc(C)ccc1C (stereo not drawn),13%,-1%,5%[2.29 µM],-7,0%,26%,1%,-3%,-3%[2.29 µM]

# Screening data: PubChem BioAssay, National Center for Advancing Translational Sciences (NCATS)

# This is a subset; rates above refer to the full screens.
